CRFBP-R2 block – blocks CRF-induced signaling of the CRF-BP/CRF-R2 complex. HEK293 CRF-R2/CRF-BP, CRF-induced calcium fluorescence. inhibition, % at 11.8 µM. 350,000 compounds, 0.59% hits;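 active = inhibition of the ligand-induced calcium signal above about 50% at the single tested concentration, limit read from the data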
IDE inh – inhibits human insulin-degrading enzyme in HEK cells; P14735; FAbetaB cleavage, fluorescence polarization; inhibition, % at 5.59 µM; 320,000 compounds, 0.41% hits;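 active = percent inhibition above the average of all tested compounds plus 3 SD, set per screening campaign, cut at about 16% in these data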;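 note: IDE supplied by intact live HEK cells; FP after avidin binding of uncleaved biotin substrate so inhibition keeps polarization high; 0% = DMSO wells and 100% = 60 µM reference IDE inhibitor Ii1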
Target sequence (P14735 whole entry, looked up): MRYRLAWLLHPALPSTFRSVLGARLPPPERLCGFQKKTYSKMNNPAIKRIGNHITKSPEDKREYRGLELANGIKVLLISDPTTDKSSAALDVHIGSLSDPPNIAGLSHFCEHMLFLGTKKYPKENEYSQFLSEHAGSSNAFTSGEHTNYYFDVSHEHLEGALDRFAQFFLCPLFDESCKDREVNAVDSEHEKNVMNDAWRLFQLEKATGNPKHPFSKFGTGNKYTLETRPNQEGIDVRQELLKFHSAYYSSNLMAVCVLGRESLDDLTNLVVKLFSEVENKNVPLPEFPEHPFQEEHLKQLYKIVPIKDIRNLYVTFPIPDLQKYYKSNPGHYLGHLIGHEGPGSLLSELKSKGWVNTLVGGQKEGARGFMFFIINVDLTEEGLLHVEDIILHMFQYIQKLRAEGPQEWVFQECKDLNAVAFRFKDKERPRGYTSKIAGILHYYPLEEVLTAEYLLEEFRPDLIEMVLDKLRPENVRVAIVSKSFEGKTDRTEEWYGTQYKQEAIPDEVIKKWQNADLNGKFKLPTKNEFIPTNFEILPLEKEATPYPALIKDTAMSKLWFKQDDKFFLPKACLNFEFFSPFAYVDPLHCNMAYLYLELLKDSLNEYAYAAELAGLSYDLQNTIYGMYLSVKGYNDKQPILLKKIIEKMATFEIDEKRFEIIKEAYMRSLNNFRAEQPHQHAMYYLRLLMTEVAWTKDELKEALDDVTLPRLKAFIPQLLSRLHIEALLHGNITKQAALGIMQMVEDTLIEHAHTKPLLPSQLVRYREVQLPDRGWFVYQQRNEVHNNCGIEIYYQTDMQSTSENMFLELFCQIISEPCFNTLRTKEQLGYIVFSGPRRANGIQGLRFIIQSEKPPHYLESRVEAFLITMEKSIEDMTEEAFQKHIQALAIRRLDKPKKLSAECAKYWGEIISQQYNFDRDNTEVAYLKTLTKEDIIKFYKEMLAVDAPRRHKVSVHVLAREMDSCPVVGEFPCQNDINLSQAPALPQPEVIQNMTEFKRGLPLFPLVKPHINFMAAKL
GalR3 antag – human GalR3 antagonism. O60755. HEK293 GalR3-CNG cAMP membrane potential fluorescence; galR3 body fused to GalR1 C-terminus. inhibition, % at 3 µM. 360,000 compounds, 0.44% hits;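 active = inhibition above the screen-wide average plus 3 SD, cut at about 13% in these data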;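 note: forskolin and galanin both at EC90 stimulate the cells; cAMP rise reported by CNG channel membrane potential dye signal; 0% = forskolin plus galanin with DMSO and 100% = forskolin alone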
UBC9 SUMO inh – inhibitors of human SUMOylation (UBC9); AID 2006; HTRF SUMOylation assay, SAE1/SAE2 + UBC9, in vitro; P63279; 290,000 compounds, 0.36% hits; inhibition, % at 35 µM; in the data active = inhibition above about 50%, passing the limit was not always enough; note: strong numbers were not always called active
NS3 helicase inh – inhibitors of Hepatitis C virus NS3 helicase; NS3 helicase DNA unwinding, Cy5 molecular beacon fluorescence; inhibition, % at 10.9 µM; 290,000 compounds, 0.56% hits;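 active = inhibition above the mean of all tested compounds plus 3 SD, set per campaign, cut at about 35% in these data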;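 note: 0% = DMSO wells and 100% = thioflavine S control wells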
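System: HCV NS3 helicase fragment; control set: DMSO and thioflavine S; technique: Cy5 fluorescence at 0 and 60 min, beacon hairpin quenching; reagent: beacon DNA duplex substrate plus ATP; replicates: singlicate; schedule: 1 h reaction at 25 °C, ATP-initiated; medium: MOPS buffer pH 6.5 with MgCl2, DTT, Tween20, BSA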
IMP-1 inh – inhibitors of Pseudomonas aeruginosa IMP-1 metallo-beta-lactamase | purified IMP-1, nitrocefin hydrolysis, epi-absorbance fluorescence | inhibition, % at 5.6 µM | 290,000 compounds, 0.45% hits | AID 1556;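 active = inhibition above the mean plus 3 SD of all compounds in the same screening run, cut at about 4.5% in these data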;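 note: 0% = IMP-1 with DMSO and 100% = DMSO wells lacking enzyme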
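system = purified recombinant IMP-1 beta-lactamase | amount = 0.2 nM IMP-1, as dispensed | medium = HEPES buffer pH 7.1 with ZnSO4 and Brij 35 | times = 25 °C, 15 min preincubation, 25 min reaction | detection = plate fluorescence quenching by hydrolysis product, ex 480/em 530 nm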
p-CIP stab down – lowers stability of the mouse p/CIP coactivator protein; Q05BA5; F442A p/CIP-EGFP cells, EGFP fluorescence, 16 h; decrease of EGFP signal, % at 10 µM; 290,000 compounds, 0.01% hits;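 active = EGFP signal decrease of at least 30% at 10 µM or well 3 SD below plate mean, unless failing retest; inactive = the rest, including hits failing retest or dose response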; note: some compounds called inactive have numbers as strong as hits; many of its hits are not listed in these tables
VIM-2 inhibitor – blocks Pseudomonas aeruginosa VIM-2 metallo-beta-lactamase. purified VIM-2, nitrocefin hydrolysis, epi-absorbance fluorescence. inhibition, % at 5.6 µM. 290,000 compounds, 0.89% hits. AID 1527;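 active = inhibition above the mean of all tested compounds plus 3 SD, cutoff set per screening run, cut at about 7.5% in these data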;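 note: red hydrolysis product quenches plate fluorescence so inhibitors raise well fluorescence; 0% = enzyme with DMSO and 100% = DMSO without enzyme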
IDE cell activ – activators of human insulin-degrading enzyme in cells. AID 493087. HEK cells, FAbeta-B cleavage, fluorescence polarization; 0% vehicle, 100% cell-free pure enzyme wells. activation, % at 5.96 µM. 340,000 compounds, 0.073% hits;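 active = activation above the mean of all tested compounds plus 3 SD, set per screening campaign, cut at about 17% in these data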
The depositor's hits bear a star; nt = not tested or not shown.

1. Cc1nnc(CN(C)C(=O)c2cc(COc3ccc(F)cc3Cl)on2)o1
2. Fc1ccc(C2NCCn3cccc32)cc1 (stereo unspecified)
3. CCN(Cc1ccc(OC)c(F)c1)C(=O)c1oc2ccccc2c1COC
4. O=C(CCNC(=O)c1ccc(Br)cc1)NCc1ccccc1F
5. COc1ccc(CCNC(=O)[C@H](CC(C)C)NC(=O)N2CCn3c2nc2ccccc23)cc1OC
6. Cc1nc(C)c(-c2ccc(SCc3ccccc3F)nn2)s1
7. O=C1c2cccnc2C(=O)N1c1cccc(-c2nc3ccccc3o2)c1
8. CCOC(=O)c1nc(C(=O)NCc2ccc(C)cc2)nc2ccccc12

Screen / compound no.	1	2	3	4	5	6	7	8
CRFBP-R2 block	11	7	12	-8	-4	20	-2	14
IDE inh	0	0	0	0	9	5	8	0
GalR3 antag	-3	2	-8	-3	-3	-7	2	2
UBC9 SUMO inh	7	12	1	nt	-13	5	-15	nt
NS3 helicase inh	0	-18	-26	nt	4	2	-12	nt
IMP-1 inh	-0.6	0.8	-0.7	nt	-2.0	-1.9	-1.9	nt
p-CIP stab down	-19	-7	0	nt	-1	1	3	nt
VIM-2 inhibitor	1.9	4.0	-0.1	nt	-8.8	-1.8	1.7	nt
IDE cell activ	3	-3	1	5	0	1	5	0

3 structures out of the list, arranged by molar mass, falling.
5. COc1ccc(CCNC(=O)[C@H](CC(C)C)NC(=O)N2CCn3c2nc2ccccc23)cc1OC
3. CCN(Cc1ccc(OC)c(F)c1)C(=O)c1oc2ccccc2c1COC
6. Cc1nc(C)c(-c2ccc(SCc3ccccc3F)nn2)s1

Screen / compound no.	5	3	6
CRFBP-R2 block	-4	12	20
IDE inh	9	0	5
GalR3 antag	-3	-8	-7
UBC9 SUMO inh	-13	1	5
NS3 helicase inh	4	-26	2
IMP-1 inh	-2.0	-0.7	-1.9
p-CIP stab down	-1	0	1
VIM-2 inhibitor	-8.8	-0.1	-1.8
IDE cell activ	0	1	1

More entries follow:
9. O=C(Cc1cccs1)Nc1ccccc1F
10. O=c1cc(CN2CCCCC2)nc(C2CC2)[nH]1
11. COCCOC(=O)c1c(C)oc2ccc(O)c(CN3CCC(C)CC3)c12
12. CCn1cc(CNCc2c(C(=O)N3CCCCC3)nc3c(C)cccn23)cn1
13. CCn1cc(C(=O)NCC(=O)OC)c2cc(OC)c(OC)cc2c1=O
14. Cc1cccc(CCNS(=O)(=O)c2ccc3c(c2)NC(=O)CO3)c1
15. CN(C)[C@@H]1CCC[C@@H]1OC(=O)C(c1ccccc1)c1ccccc1
16. CCCCC1CC1C(=O)Nc1ncc2c(n1)CC(C)(C)CC2=O (stereo unspecified)

Screen / compound no.	9	10	11	12	13	14	15	16
CRFBP-R2 block	1	-9	9	28	3	-10	-23	-9
IDE inh	2	-4	6	-5	-1	0	4	-1
GalR3 antag	-1	7	-3	-1	-5	-6	-6	-9
UBC9 SUMO inh	-4	20	5	-2	1	-3	9	6
NS3 helicase inh	8	-5	-2	-4	4	-2	-8	0
IMP-1 inh	-1.8	-1.5	-2.5	-1.7	-4.5	-2.9	-3.9	-2.1
p-CIP stab down	-16	-6	-11	6	-2	-9	-16	-20
VIM-2 inhibitor	-0.9	-0.5	-1.5	-2.3	-2.7	-1.7	-1.6	-2.1
IDE cell activ	-1	6	2	5	9	4	3	5

17. Cc1ccccc1OCC(O)Cn1c(SC(C)C)nc2c1c(=O)[nH]c(=O)n2C (stereo unspecified)
18. COc1ccc(NC(=O)CSc2ccc(-c3ccco3)nn2)cc1OC
19. Cc1nc2c(cc1N)nc(C)n2Cc1ccccc1
20. COc1ccc2c(CC(=O)N3CCN(S(=O)(=O)c4ccc(F)cc4)CC3)coc2c1
21. Cc1ccc(CNC(=O)C2CCN(S(=O)(=O)c3ccc4nc5c(c(C(=O)O)c4c3)CC(C)CC5)CC2)cc1 (stereo unspecified)
22. Cc1cccc(N(C(=O)c2snc(C(N)=O)c2N)C(C(=O)NCc2ccccc2)c2ccncc2)c1 (stereo unspecified)
23. CCOc1ccc(CCNC(=O)CN(C)S(=O)(=O)c2cccc3nsnc23)cc1OCC
24. NS(=O)(=O)c1cccc(NC(=S)NCc2ccccc2)c1

Screen / compound no.	17	18	19	20	21	22	23	24
CRFBP-R2 block	-5	-10	17	-3	8	-9	-11	-2
IDE inh	5	-3	-1	0	-6	8	-3	6
GalR3 antag	-3	-1	-7	-2	-7	-7	2	-3
UBC9 SUMO inh	10	12	16	nt	18	0	19	-2
NS3 helicase inh	0	20	-6	nt	23	5	5	1
IMP-1 inh	-2.1	-2.9	-2.2	nt	5.3*	-4.9	-4.6	-2.9
p-CIP stab down	-10	-8	-4	nt	6	3	6	-15
VIM-2 inhibitor	-5.1	3.3	-0.9	nt	1.3	-4.5	-0.7	-1.2
IDE cell activ	7	4	1	2	-1	0	2	0

25. O=C(CN1C(=O)N/C(=C\c2ccccc2OCc2ccc(C(=O)O)cc2)C1=O)Nc1ccc(F)cc1
26. CCn1cc(CNC(=O)c2cc([N+](=O)[O-])c(C)c([N+](=O)[O-])c2)cn1
27. CC(=O)OCCCCCCCCCCC[N+]1(C)CCCCC1
28. O=C(Nc1ccc(SC(F)F)cc1)c1ccc2nccnc2c1
29. O=C(Nc1cc(S(=O)(=O)N2CCOCC2)ccc1O)c1ccc2c(c1)S(=O)(=O)c1ccccc1C2=O
30. O=C(CCc1nc2ccccc2[nH]1)Nc1ccc2c(c1)OCCO2
31. Fc1ccc(-c2ccnn2-c2ccccc2)cc1
32. C=CCNC(=O)CN1CCC(n2nnc3cc(C(F)(F)F)ccc32)CC1

Screen / compound no.	25	26	27	28	29	30	31	32
CRFBP-R2 block	-11	4	9	-11	-3	17	13	-5
IDE inh	-1	5	4	2	3	3	1	9
GalR3 antag	8	-12	-7	-5	0	2	-10	-1
UBC9 SUMO inh	1	3	0	-5	14	-14	-1	9
NS3 helicase inh	7	5	-7	9	7	0	3	4
IMP-1 inh	-1.1	-3.4	-0.7	-4.2	-2.0	1.6	-2.1	-1.3
p-CIP stab down	4	1	0	-3	-20	-5	0	-7
VIM-2 inhibitor	0.3	-4.8	1.6	1.1	-0.9	-0.3	-2.5	-0.3
IDE cell activ	5	3	1	-3	2	3	0	7

Copied from the list:
In IDE inh, #29 is listed with 3
In CRFBP-R2 block, #25 is listed with -11
In VIM-2 inhibitor, #32 is listed with -0.3

(listing goes on)
33. Cc1ccc(NC(=O)C2c3ccccc3Oc3ccccc32)c(C)c1
34. Cc1ccc(-n2[nH]c(C)c(C=Nc3cc(C)ccn3)c2=O)cc1
35. N/C(=N\OC(=O)COc1ccccc1Cl)c1ccccn1
36. COc1cc(C(=O)OCCn2c(=O)c3c(ncn3CCN(C)C)n(C)c2=O)cc(OC)c1OC
37. CCCNC(=O)C(Cc1ccccc1)NC(=O)c1ccc(C(C)(C)C)cc1 (stereo unspecified)
38. C#CCOCCOCCOCCNc1nc(N2CCN(C(=O)Cn3cc(CCCN=C(N)N)nn3)CC2)nc(N2CCN(C(=O)[C@H](CCCCN)n3cc(CCC(=O)O)nn3)CC2)n1
39. CN(C)C(=O)N1CCN(C(=O)c2ccco2)CC1
40. O=C(Nc1nc2ccccc2s1)c1cccc(N2C(=O)CCC2=O)c1

Screen / compound no.	33	34	35	36	37	38	39	40
CRFBP-R2 block	-3	-30	4	21	1	-1	21	-10
IDE inh	2	2	4	-2	-2	1	-1	-4
GalR3 antag	-2	-3	-2	4	-6	-6	0	-3
UBC9 SUMO inh	15	13	-1	6	nt	nt	-2	7
NS3 helicase inh	-11	0	-6	0	nt	nt	-5	-5
IMP-1 inh	-4.3	0.7	-2.8	-2.9	nt	nt	-3.7	-0.8
p-CIP stab down	-2	-10	-3	-4	nt	nt	-3	-24
VIM-2 inhibitor	-1.7	-3.3	-0.8	-1.4	nt	nt	-2.1	-0.6
IDE cell activ	1	0	6	1	5	-3	6	-2

41. Cn1c(O)c(N=NC(=O)C2COc3ccccc3O2)c2ccccc21 (stereo unspecified)
42. COc1ccc(C2OC(=O)CC2C(=O)NCc2ccc(F)cc2)cc1OC (stereo unspecified)
43. OCc1c(OCc2cccc(F)c2)ccc2ccccc12
44. COc1cccc(NC(=O)c2ccc(NC(C)=O)cc2)c1
45. CC(CCc1ccccc1)NC(=O)CNC(=O)c1ccccc1Br (stereo unspecified)
46. CCOc1ccc(CN(C(=O)/C=C/c2ccco2)C2CCS(=O)(=O)C2)cc1 (stereo unspecified)
47. O=C(c1ccco1)N1CCCC(c2nc3c(nnn3Cc3ccc(F)cc3)c(=O)[nH]2)C1 (stereo unspecified)
48. Cc1cccc(OCC(O)Cn2c(=N)n(Cc3ccccc3)c3ccccc32)c1 (stereo unspecified)

Screen / compound no.	41	42	43	44	45	46	47	48
CRFBP-R2 block	-1	16	-13	-5	-9	18	3	-9
IDE inh	5	6	6	-2	-1	0	1	-13
GalR3 antag	-2	3	-9	2	1	-1	-9	-1
UBC9 SUMO inh	10	-16	3	14	12	3	4	31
NS3 helicase inh	-6	-7	2	-1	4	6	9	-49
IMP-1 inh	-2.8	0.3	-0.4	-1.8	-0.7	-0.5	2.7	0.2
p-CIP stab down	6	8	-8	6	-9	-12	-22	-6
VIM-2 inhibitor	0.7	-0.5	-1.1	-1.3	-2.2	-1.5	2.2	0.3
IDE cell activ	3	6	-2	7	2	2	6	-5

49. CCC1CCCCN1S(=O)(=O)c1ccc2c(c1)CCN2C(=O)C1CCC1 (stereo unspecified)
50. Cn1nnnc1SCc1ccc(Cl)cc1
51. CCCCCOc1ccc(CSC(=N)N)cc1[N+](=O)[O-]
52. COc1ccc(CCNS(=O)(=O)CCNC(=O)c2ccc3c(c2)OCO3)cc1OC

Screen / compound no.	49	50	51	52
CRFBP-R2 block	3	-13	-32	2
IDE inh	12	5	1	-4
GalR3 antag	0	-3	-5	0
UBC9 SUMO inh	-12	5	19	nt
NS3 helicase inh	-3	-1	-90	nt
IMP-1 inh	-4.9	-3.2	-2.3	nt
p-CIP stab down	7	-5	0	nt
VIM-2 inhibitor	-4.7	-1.0	-0.4	nt
IDE cell activ	-1	-5	-5	1

Screening results deposited in PubChem BioAssay by several laboratories.
